Screening data deposited in PubChem BioAssay by The Scripps Research Institute Molecular Screening Center.
CTSL1 counter: counter-screen for PFM18AAP inhibitors: inhibitors of F. hepatica cathepsin L1 | inhibition, % at 5.96 µM | AID 1906 | recombinant F. hepatica cathepsin L1, Z-Leu-Arg-MCA fluorescence | 300,000 compounds, 0.49% hits;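 active = inhibition above the mean of all tested compounds plus 3 SD, set per screening campaign, cut at about 17% in these data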;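 note: 0% = plate median of test compound wells and 100% = 1 µM Z-Phe-Ala-diazomethylketone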
AHR activator: human AHR activation. 320,000 compounds, 2.5% hits. activation, % at 5 µM. AID 2796. AHR-responsive luciferase reporter cells, luminescence; in the data active = activation above about 47%;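 note: 0% = vehicle wells and 100% = reference agonist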
PP1 counter: PP1-alpha (human) inhibition in PP5 counter-screen | purified PP1alpha, OMFP fluorescence | inhibition, % at 6.7 µM | P62136 | 320,000 compounds, 0.9% hits;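 active = inhibition above the mean inhibition of all tested compounds plus 3 SD, computed separately for each screening campaign, cut at about 15% in these data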
Target sequence (P62136 whole entry, looked up): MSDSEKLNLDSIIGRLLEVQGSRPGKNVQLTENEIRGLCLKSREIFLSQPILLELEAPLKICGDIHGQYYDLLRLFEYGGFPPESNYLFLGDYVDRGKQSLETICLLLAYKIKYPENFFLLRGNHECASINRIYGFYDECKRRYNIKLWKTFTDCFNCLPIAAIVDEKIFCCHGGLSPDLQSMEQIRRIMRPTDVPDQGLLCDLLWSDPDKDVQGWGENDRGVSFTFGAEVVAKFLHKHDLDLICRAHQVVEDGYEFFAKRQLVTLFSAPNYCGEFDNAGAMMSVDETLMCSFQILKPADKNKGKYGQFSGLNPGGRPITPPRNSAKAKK
procasp3 activ: procaspase-3 (human) activation; 330,000 compounds, 0.11% hits; recombinant procaspase-3 D3A, Ac-DEVD-pNA absorbance 405 nm; activation, % at 8.5 µM; AID 463141; P42574;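 active = activation above the mean of all tested compounds plus 3 SD, cut at about 21% in these data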;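 note: 0% = DMSO alone and 100% = DMSO wells spiked with extra 5 µM PC-3 D3A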
Target sequence (P42574 whole entry D9A/D28A/D175A): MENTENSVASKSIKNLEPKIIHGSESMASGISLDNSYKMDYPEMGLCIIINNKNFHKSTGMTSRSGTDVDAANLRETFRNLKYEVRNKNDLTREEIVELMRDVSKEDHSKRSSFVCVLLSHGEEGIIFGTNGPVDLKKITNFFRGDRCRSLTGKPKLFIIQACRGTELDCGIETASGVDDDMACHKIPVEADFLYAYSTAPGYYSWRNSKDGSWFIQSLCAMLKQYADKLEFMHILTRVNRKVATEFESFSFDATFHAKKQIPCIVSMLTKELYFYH
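Assay system – Procaspase-3 D3A mutant, all three cleavage aspartates alanine · Controls – DMSO-only low control, 5 µM PC-3 D3A high control · Schedule – 1 h compound preincubation, 2 h substrate hydrolysis at 25 °C · Signal – 405 nm absorbance of p-nitroaniline, reads at 0 and 120 min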
proCasp7 act: activates human procaspase-7, counter-screen for procaspase-3 activators; P55210; recombinant procaspase-7, Ac-DEVD-pNA absorbance 405 nm; D23A/D198A/D206A triple mutant, cannot self-cleave; scale: DMSO 0, 5 µM enzyme 100; activation, % at 8.5 µM; 330,000 compounds, 0.093% hits;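 active = percent activation above the screen-wide mean plus 3 SD, cut at about 25% in these data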
Target sequence (P55210 whole entry D23A/D198A/D206A): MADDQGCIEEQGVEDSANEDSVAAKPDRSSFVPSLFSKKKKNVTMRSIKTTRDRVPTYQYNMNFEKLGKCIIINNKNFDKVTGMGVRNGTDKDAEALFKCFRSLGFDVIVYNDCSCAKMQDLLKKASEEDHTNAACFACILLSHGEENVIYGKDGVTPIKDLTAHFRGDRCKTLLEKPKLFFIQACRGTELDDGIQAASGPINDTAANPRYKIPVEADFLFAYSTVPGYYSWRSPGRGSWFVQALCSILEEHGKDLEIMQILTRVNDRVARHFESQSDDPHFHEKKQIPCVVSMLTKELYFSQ
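Assay system – Uncleavable procaspase-7 mutant enzyme · Quantity – 2 µM procaspase-7 mutant as dispensed · Times – 1 h preincubation, 2 h reaction · Dosing – single nominal 8.5 µM compound dose, 0.8% DMSO final · Buffer or medium – Zinc-free 50 mM HEPES buffer, pH 7.4, with NaCl and Triton X-100 · Detection – Epi-absorbance of released pNA at 405 nm, two timepoints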
HCV core dimer: HCV core protein dimerization inhibition; TR-FRET GST/Flag-core106 dimerization, 1536-well; inhibition, % at 5 µM; 300,000 compounds, 0.33% hits; AID 1899;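 active = inhibition above the mean of all tested compounds plus 3 SD, set per screening campaign, cut at about 45% in these data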
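Assay system: Tagged HCV core106 pair (GST and Flag) | Buffer or medium: KF-containing HEPES buffer, pH 7.45, DTT, CHAPS, BSA | Also added: Eu donor and XL665 acceptor anti-tag antibodies | Dosing: One concentration, 5 µM, in 0.5% DMSO | Timing: 4 h at 22.5 °C | Technique: TR-FRET 671 and 617 nm emission | Repeats: Singlicate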
PP5 primary: blocks human protein phosphatase 5 activity | P53041 | purified PP5c, OMFP substrate fluorescence | inhibition, % at 6.7 µM | 320,000 compounds, 0.18% hits | AID 1987;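 active = inhibition above the campaign's mean inhibition across all tested compounds plus 3 SD, cut at about 9.5% in these data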;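 note: 0% = DMSO only and 100% = 100 µM cantharidin control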
PAFAH2 inh: inhibitors of human PAFAH2 | Q99487 | recombinant PAFAH2, FP-rhodamine activity probe, fluorescence polarization | inhibition, % at 3.39 µM | 340,000 compounds, 0.99% hits | AID 492956;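 active = inhibition above the mean over all tested compounds plus 3 SD, cut at about 30% in these data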;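 note: inhibitors block probe labeling of enzyme so polarization drops; 0% = enzyme with DMSO and 100% = wells lacking PAFAH2 protein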
TPT1 inh: blocks Candida albicans tRNA 2'-phosphotransferase. AID 1962. 300,000 compounds, 0.81% hits. inhibition, % at 5 µM. recombinant caTPT1, FP RNA substrate dephosphorylation;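 active = inhibition above the mean of all tested compounds plus 3 SD, set per screening campaign, cut at about 24% in these data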;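 note: plate controls were DMSO alone for no effect and ferristatin control at 100 nM for full effect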
Active calls of the source: *; . = no result given.

SMILES	CTSL1 counter	AHR activator	PP1 counter	procasp3 activ	proCasp7 act	HCV core dimer	PP5 primary	PAFAH2 inh	TPT1 inh
COc1ccc(NC(=O)CN(C)C(=O)C2CCCO2)cc1 (configuration not stated)	.	-1.1	1.1	-8.1	4.5	.	0.2	10.1	.
COc1cc(C(=O)NC2CCCCC2)ccc1OC1CCN(C(C)=O)CC1	1.2	2.4	0.2	-5.8	8.2	12.4	-0.8	6.9	1.5
CCOC(=O)/C(C#N)=C/Nc1cc(C(C)(C)C)sc1C(C)=O	5.5	17.1	-3.2	-3.7	-5.5	-6.1	1.7	-3.9	-3.5
CCC(Cc1ccccc1)NCc1c(C(=O)O)c(C)n(Cc2ccccc2)c1C (configuration not stated)	-2.9	0.6	1.7	0.9	7.7	2.3	-2.0	1.9	-1.6
O=C(Cn1c(=O)oc2ccccc21)Nc1nnc(N2CCCCCC2)s1	1.1	2.8	-1.5	7.0	8.8	5.2	2.3	6.9	-1.2
O=C(NNS(=O)(=O)c1ccc(F)cc1)c1sccc1-n1cccc1	-5.0	-2.6	1.5	10.1	12.6	5.5	0.1	1.0	-2.3
CCC[C@@H]1C[C@@]1(CCC)[C@@H](NC(=O)c1ccccc1)c1ccc(C(=O)OC)cc1	6.0	1.4	1.2	5.8	-7.6	1.8	6.3	-8.1	2.5
C=CCc1cc(C)ccc1OCC(O)CN1CCN(c2ccccc2)CC1 (configuration not stated)	-1.1	6.0	12.9	-0.5	-4.6	0.2	6.5	-2.1	0.1
COc1ccc2nc(/C(C#N)=C\c3ccc(Oc4ccc([N+](=O)[O-])cn4)cc3)[nH]c2c1	-5.5	8.3	11.7	3.2	1.5	57.6*	-2.4	-6.7	9.7
CCOC(=O)CNC=C(C(=O)OCC)C(=O)OCC	-6.4	2.8	-1.1	-2.0	3.6	-3.9	-0.1	4.0	-1.7
Cc1[nH]c2ccccc2c1C(O)CN1CCC2(CC1)OCCO2 (configuration not stated)	0.2	3.1	-1.8	6.0	5.1	-1.7	1.7	-4.7	-2.4
O=C(/C=C/c1cccs1)N1CCC2(CC1)Oc1ccc(F)cc1C(=O)C21CC(c2ccc(Cl)cc2)=NO1 (configuration not stated)	-0.3	28.1	6.1	-4.3	-5.0	17.9	3.5	-11.6	-5.0
CCOc1ccc(C(=O)NCC(c2cccs2)N(C)C)cc1OCC (configuration not stated)	3.4	10.6	-1.9	10.1	1.8	-3.0	1.3	4.8	-1.8
CCC(CC)C(=O)N1CC(=O)Nc2ccc(F)cc2C1c1ccc(F)cc1 (configuration not stated)	5.0	4.2	-2.5	4.3	-7.1	0.3	-2.1	4.8	-2.4
CCS(=O)(=O)N1CCN(c2ncnc3sc(C)c(C)c23)CC1	2.2	-1.7	-4.7	3.0	-2.8	-0.3	1.0	5.8	0.1
CCOc1ccc(S(=O)(=O)/N=C(/Nc2ccc(S(N)(=O)=O)cc2)c2ccccc2)cc1	.	-0.6	.	-4.9	9.7	.	.	44.5*	.
COC(=O)C1CN(C(=O)COc2ccc(Cl)cc2Cl)c2ccccc2O1 (configuration not stated)	0.4	1.0	-2.6	4.0	6.8	3.8	3.8	-1.8	1.4
Cc1ccc(C(C)n2cc(C(=O)NCc3ccccn3)nn2)cc1 (configuration not stated)	-5.7	2.1	0.9	-0.3	5.1	-5.7	2.9	-6.5	-0.8
c1ccc2sc(N3CCN(Cc4nnnn4CC4CCCO4)CC3)nc2c1 (configuration not stated)	-1.0	4.6	-2.2	-2.6	1.7	4.7	2.5	0.9	3.0
COc1cccc(CN(C)C(=O)c2cc(COc3ccc(-n4cncn4)cc3)on2)c1	-0.9	2.6	-0.8	7.9	5.5	8.5	0.9	8.5	-0.8
CCOc1ccc(CN2CCN(Cc3cccc4c3OCO4)CC2CCO)cc1 (configuration not stated)	-3.5	2.7	-0.1	-3.3	8.2	7.3	3.0	-1.1	-0.1
COc1ccc(Cc2nnn(CC(=O)O)n2)cc1	-1.6	5.5	-2.1	-5.6	7.9	-7.1	0.0	4.1	0.5
Cc1ccc(S(=O)(=O)N2CCC(C(=O)Nc3ccccc3N3CCCCC3)CC2)cc1C	0.5	-0.5	-5.3	-1.4	2.4	8.4	-0.1	-0.5	3.9
O=C(OC(C(=O)NCc1cccs1)c1ccccc1F)c1ccco1 (configuration not stated)	-52.5	0.5	-4.6	6.5	10.9	-0.2	3.2	1.3	5.5
COCCNC(=O)C(c1ccc(O)cc1)N(Cc1ccccc1)C(=O)CCC(=O)Nc1ccccn1 (configuration not stated)	-10.0	2.5	4.6	-0.8	-7.0	-4.1	-0.5	-6.5	1.3
The list continues:
SMILES	CTSL1 counter	AHR activator	PP1 counter	procasp3 activ	proCasp7 act	HCV core dimer	PP5 primary	PAFAH2 inh	TPT1 inh
CC1=CSC2=NC(=O)/C(=C/c3cccc(OC(=O)c4ccco4)c3)C(=N)N12	-20.2	16.2	0.6	-14.6	-10.1	3.6	1.2	3.7	4.0
COC(=O)c1c(C)[nH]c(C(=O)NCc2ccco2)c1C	-0.8	17.7	-3.4	-5.8	4.2	1.8	-2.3	2.9	0.5
CCOc1ccc(S(=O)(=O)N(CC)CC(=O)NCc2ccccn2)cc1C	4.1	3.6	-1.3	5.6	-1.9	-12.2	-5.4	-7.8	-3.1
CC(=O)C1=C(C)NC(SCC(=O)c2ccc(Cl)c(Cl)c2)=C(C#N)C1c1ccco1 (configuration not stated)	4.0	41.9	10.6	-5.1	-20.0	-44.2	3.4	-6.3	19.9
COC(=O)COc1ccc(S(=O)(=O)N2CCN(c3ccccc3F)CC2)cc1	0.9	1.9	-0.4	4.0	3.3	-0.3	-0.8	-0.8	-1.6
C=CCOC(=O)COc1ccc2c(C)c(CC)c(=O)oc2c1	-1.1	1.6	-0.7	19.1	7.7	-5.3	1.0	2.0	-2.8
CCn1c(Cc2ccccc2)nnc1SCC(=O)Nc1ccc(N2CCOCC2)c(Cl)c1	-5.4	-0.9	1.2	-2.5	15.8	6.5	2.8	-1.3	0.7
Cc1ccc(C)c(Oc2coc3cc(OCC(=O)Nc4ccccc4C(C)C)ccc3c2=O)c1	2.7	0.3	11.0	1.3	2.0	21.6	3.2	.	-0.7
O=c1[nH]c(N2CCCCC2)nc2c1CCCC2	0.0	1.2	-0.6	1.9	2.8	-1.5	2.1	8.8	-2.0
COc1cc([N+](=O)[O-])ccc1NC(=O)COC(=O)c1ccc(NC(N)=O)cc1	-3.3	-0.2	10.1	4.5	-4.3	6.9	-0.4	-3.3	1.4
Cc1occc1C(=O)NCc1ccccc1F	-4.6	-3.2	-0.8	-2.7	2.5	1.5	0.9	2.5	2.5
CC(=O)c1ccc(N2CCN(C(C)C(=O)NC3CCCc4ccccc43)CC2)cc1 (configuration not stated)	0.2	5.1	-3.6	5.7	6.3	7.2	0.8	-0.6	-3.8
Cc1cc(C(=O)N2CCCC(C(=O)c3ccc4ccccc4c3)C2)nn1C (configuration not stated)	-0.6	5.7	4.0	6.9	4.5	4.6	-2.0	0.8	-0.1
C[C@@H](NC(=O)Cn1ccc(NC(=O)OCc2ccccc2)nc1=O)c1cccc2ccccc12	.	1.9	6.9	-4.5	-3.0	.	3.3	6.9	.
N#Cc1c(-c2ccccc2)ccn(Cc2ccccc2Cl)c1=O	-1.3	0.2	5.4	9.2	-1.6	9.5	1.6	0.6	-1.1
Clc1ccc(Cn2nnc(-c3ccccc3)n2)cc1	-1.2	-8.3	5.2	0.9	8.0	5.4	-0.1	10.0	-0.8
Brc1ccc(-c2nnc(SCCC3OCCCO3)o2)cc1	-4.0	-12.3	-3.2	3.0	2.1	12.4	2.6	-4.9	-6.5
C=CCn1c(N2CCN(c3ccc(OC)cc3)CC2)nc2c1c(=O)n(C)c(=O)n2C	-8.6	-0.9	-0.7	-0.6	0.8	-1.4	0.8	0.5	-3.0
COc1cc(SC)ccc1C(=O)Nc1ccc(Cl)cn1	6.2	8.6	1.9	9.3	-0.3	10.6	1.4	0.8	2.7
COc1ccc(OC)c(S(=O)(=O)NCC(c2ccc(F)cc2)N2CCN(C)CC2)c1 (configuration not stated)	0.3	1.9	1.6	-0.3	3.2	-1.0	2.2	5.3	-0.6
O=C(N/N=C/c1ccccc1C(=O)O)c1ccncc1	2.7	6.0	-3.1	3.9	8.7	-3.6	-4.1	-0.4	-2.9
CCOc1ccc(C(=O)NCC2CCCO2)cc1 (configuration not stated)	2.4	8.0	-2.0	2.0	4.9	-4.0	2.9	6.0	-1.7
CCOC(=O)c1csc(-n2nc(C)cc2C(F)(F)F)n1	-5.1	-1.3	-6.0	1.4	1.9	-5.5	-0.1	-0.7	2.2
Cc1cccc(OC(C)C(=O)NCc2ccc(S(N)(=O)=O)cc2)c1 (configuration not stated)	-6.4	-1.9	-1.6	-0.3	9.7	-9.7	1.8	-0.6	-0.7
O=C(O)c1ccccc1CSc1nnc2c(n1)[nH]c1ccccc12	4.4	5.5	-3.4	-6.2	-9.0	5.2	2.4	3.5	-0.1
Further records follow.
SMILES	CTSL1 counter	AHR activator	PP1 counter	procasp3 activ	proCasp7 act	HCV core dimer	PP5 primary	PAFAH2 inh	TPT1 inh
Cc1cc(NC(=O)c2ccc(COc3ccccc3Cl)o2)no1	-3.6	1.7	-1.8	-1.4	6.4	4.8	-1.2	3.9	1.3
CC(=O)Nc1ccc(Oc2cc(C#N)c(C#N)cc2N2CCCCCC2)cc1	2.0	-5.5	4.6	-3.7	5.8	14.9	7.6	6.4	3.9
CCOc1ccc(C(CC(=O)O)NS(=O)(=O)c2ccc(C)cc2)cc1OC (configuration not stated)	3.0	2.4	-1.3	1.6	7.9	-5.0	-1.1	-2.4	-0.8
CC(=O)c1cc2c(cc1NS(=O)(=O)c1ccc3c(c1)OCCO3)OCO2	2.2	-0.6	1.5	-2.9	2.9	3.1	3.4	-3.4	1.1
CC(C)(C)OC(=O)C[C@@H]1C/C=C\C[C@@H](CC(=O)N(CCO)Cc2ccccc2)C(=O)N[C@H](C(C)(C)C)COC1=O	.	-1.4	.	6.9	12.0	.	.	4.1	.
Cc1c2c(n3c(nc4ccccc43)c1C#N)N(CCN1CCOCC1)CC2	2.2	5.3	-2.6	0.6	0.2	-5.9	-1.6	0.3	-0.5

Four compounds already listed, ordered by heavy-atom count, highest first.
SMILES	CTSL1 counter	AHR activator	PP1 counter	procasp3 activ	proCasp7 act	HCV core dimer	PP5 primary	PAFAH2 inh	TPT1 inh
CC(C)(C)OC(=O)C[C@@H]1C/C=C\C[C@@H](CC(=O)N(CCO)Cc2ccccc2)C(=O)N[C@H](C(C)(C)C)COC1=O	.	-1.4	.	6.9	12.0	.	.	4.1	.
CC(=O)Nc1ccc(Oc2cc(C#N)c(C#N)cc2N2CCCCCC2)cc1	2.0	-5.5	4.6	-3.7	5.8	14.9	7.6	6.4	3.9
CC(=O)c1cc2c(cc1NS(=O)(=O)c1ccc3c(c1)OCCO3)OCO2	2.2	-0.6	1.5	-2.9	2.9	3.1	3.4	-3.4	1.1
O=C(O)c1ccccc1CSc1nnc2c(n1)[nH]c1ccccc12	4.4	5.5	-3.4	-6.2	-9.0	5.2	2.4	3.5	-0.1
